Source: PubChem (several laboratories)
HCV NS3 hel inh: inhibitors of HCV NS3 helicase, primary screen, biochemical, Cy5 molecular beacon fluorescence; inhibition, % at 10.9 µM; Hepatitis C virus NS3 helicase; AID 1800, 2009; actives 0.56% (n = 290,000); NS3 helicase DNA unwinding;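 active means inhibition above the mean of all tested compounds plus 3 SD, set per campaign, cut at about 35% in these data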;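 further: 0% = DMSO wells and 100% = thioflavine S control wells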
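Assay system – hepatitis C virus NS3 helicase domain fragment enzyme · Buffer or medium – MOPS pH 6.5, MgCl2, DTT, Tween20, BSA · Reagent – Cy5/quencher beacon DNA duplex and ATP to start · Compound – single 10.9 µM dose · Timing – 1 h at 25 °C · Technique – Cy5 beacon fluorescence read at start and 1 h · Measure – % inhibition of unwinding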
DNA FID counter: compounds displacing fluorescent DNA intercalator, primary screen, artefact control for HCV NS3 helicase inhibitor project, biochemical, FID fluorescence. inhibition, % at 7.9 µM. AID 1845, 2009. actives 0.17% (n = 290,000). DNA fluorescent intercalator displacement; in the data active means inhibition above about 37%;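 further: 0% = vehicle and 100% = reference compound; higher means more ethidium bromide displaced from hairpin DNA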
MEKK2wt PB1 HTS: modulators of MEK5 binding to wildtype MEKK2, primary screen, biochemical, multiplex bead flow cytometry, Alexa488-MEK5 | actives 1.1% (n = 290,000) | Mitogen-activated protein kinase kinase kinase 2 (Homo sapiens), Q9Y2U5 | AID 1531, 2009 | Alexa488-MEK5 binding to MEKK2 WT; actives lie on both sides | binding response (% of control), % at 10 µM; in the data active means binding response below about 67% or above about 130%
CRFBP-R2 agonist: agonists of CRF-BP/CRF-R2 complex, primary screen, cell-based, HEK293, calcium dye fluorescence, uHTS | activation, % at 13.2 µM | calcium dye fluorescence (FLIPR); percent of saturating CRF peptide response | CRF-binding protein / CRF receptor 2 complex (human) | actives 0.46% (n = 350,000);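 active means activation of at least 50%, plus an integration ratio under a set limit after plate pattern correction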;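 further: plate controls were neutral control wells without compound for no effect and CRF at EC100 for full effect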
GalR3 antag: GalR3 antagonists in HEK293 cells, primary screen, cell-based, fluorescence readout | Galanin receptor type 3 (Homo sapiens), O60755 | HEK293 GalR3-CNG cAMP membrane potential fluorescence; galR3 body fused to GalR1 C-terminus | inhibition, % at 3 µM | actives 0.44% (n = 360,000) | AID 651719, 2012;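 active means inhibition above the screen-wide average plus 3 SD, cut at about 13% in these data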;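 further: forskolin and galanin both at EC90 stimulate the cells; cAMP rise reported by CNG channel membrane potential dye signal; 0% = forskolin plus galanin with DMSO and 100% = forskolin alone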
Target sequence (O60755 1-299 limits assumed): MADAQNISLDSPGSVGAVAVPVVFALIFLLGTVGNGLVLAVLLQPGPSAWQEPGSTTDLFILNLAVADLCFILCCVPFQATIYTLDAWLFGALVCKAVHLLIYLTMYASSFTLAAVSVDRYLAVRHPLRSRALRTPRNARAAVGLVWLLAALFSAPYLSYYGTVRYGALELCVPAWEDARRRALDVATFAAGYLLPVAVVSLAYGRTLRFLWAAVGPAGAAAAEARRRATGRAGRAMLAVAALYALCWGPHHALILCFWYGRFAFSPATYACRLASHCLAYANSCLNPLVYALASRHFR
MEKK2 mut-MEK5: MEK5 binding signal on mutant MEKK2 PB1, primary screen, biochemical, multiplex bead flow cytometry, Alexa488-MEK5. percent response, % at 10 µM. actives 0.35% (n = 290,000). Alexa488-MEK5 binding to MEKK2 mutant; in the data active means percent response above about 24%, passing the limit was not always enough; further: inactives centre near 1; some results filed as inactive read as strong as hits; reference of the scale not given here
CRFR2-BP antag: antagonists of CRF-BP/CRF-R2 complex, primary screen, cell-based, HEK293, calcium dye fluorescence, uHTS | inhibition, % at 11.8 µM | CRF-induced calcium fluorescence | actives 0.59% (n = 350,000);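 active means inhibition of the ligand-induced calcium signal above about 50% at the single tested concentration, limit read from the data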
MEKK3 PB1 HTS: modulators of MEKK3-MEK5 PB1 binding, primary screen, biochemical, wildtype MEKK3, multiplex bead flow cytometry, Alexa488-MEK5. actives 1.4% (n = 290,000). bead-based flow cytometry, Alexa488-MEK5 binding to MEKK3; actives lie on both sides; 0 = blocked by unlabeled MEK5, 100 = vehicle. Mitogen-activated protein kinase kinase kinase 3 (Homo sapiens), Q99759. AID 1529, 2009. binding response (% of control), % at 10 µM;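 active means binding response more than 3 SD above or below the average of its plate-row segment, actives on both sides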;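 further: Alexa488 bead fluorescence after subtracting the streptavidin-only scavenger bead signal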
Target sequence (Q99759 whole entry, looked up): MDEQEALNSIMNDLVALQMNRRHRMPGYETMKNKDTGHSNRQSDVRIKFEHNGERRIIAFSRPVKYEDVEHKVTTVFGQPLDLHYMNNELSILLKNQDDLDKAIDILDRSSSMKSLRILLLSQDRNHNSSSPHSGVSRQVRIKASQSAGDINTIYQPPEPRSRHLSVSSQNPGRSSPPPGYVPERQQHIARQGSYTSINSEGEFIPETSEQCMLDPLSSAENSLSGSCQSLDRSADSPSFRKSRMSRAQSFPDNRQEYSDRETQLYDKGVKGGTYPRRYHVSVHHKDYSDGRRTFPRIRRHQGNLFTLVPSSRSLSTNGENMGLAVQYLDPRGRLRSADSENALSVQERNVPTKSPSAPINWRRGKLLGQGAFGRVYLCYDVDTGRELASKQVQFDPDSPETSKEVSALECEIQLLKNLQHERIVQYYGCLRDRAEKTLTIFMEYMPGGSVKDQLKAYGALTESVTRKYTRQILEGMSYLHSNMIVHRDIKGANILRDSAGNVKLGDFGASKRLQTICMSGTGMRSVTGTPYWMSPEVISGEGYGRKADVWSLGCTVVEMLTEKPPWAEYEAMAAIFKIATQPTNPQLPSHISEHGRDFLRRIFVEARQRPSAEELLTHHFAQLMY
UBC9 SUMO inh: inhibitors of in vitro SUMOylation cascade, primary screen, biochemical, HTRF, uHTS; HTRF SUMOylation assay, SAE1/SAE2 + UBC9; inhibition, % at 35 µM; actives 0.36% (n = 290,000); AID 2006, 2009; in the data active means inhibition above about 50%, passing the limit was not always enough; further: strong numbers were not always called active
Target sequence (P63279 whole entry, looked up): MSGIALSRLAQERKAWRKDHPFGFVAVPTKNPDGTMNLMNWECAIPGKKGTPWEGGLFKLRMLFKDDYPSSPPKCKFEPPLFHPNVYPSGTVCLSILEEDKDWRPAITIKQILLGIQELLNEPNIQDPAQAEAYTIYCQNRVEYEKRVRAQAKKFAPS
Numbers without * were called inactive; nt = not tested or not shown. Only part of the results is shown, so the mix of outcomes need not match the whole.

SMILES	HCV NS3 hel inh	DNA FID counter	MEKK2wt PB1 HTS	CRFBP-R2 agonist	GalR3 antag	MEKK2 mut-MEK5	CRFR2-BP antag	MEKK3 PB1 HTS	UBC9 SUMO inh
CCCC(=O)NC(=S)Nc1cccc2c(O)cccc12	2	-1	100	2.9	-2	2	3	100	62
Cc1oc2c(CN3CCCC3)c(O)ccc2c(=O)c1-c1ccccc1	0	2	98	0.7	nt	0	1	94	30
O=C1c2ccccc2CCC12N=NCC2c1ccccc1 (stereo not drawn)	7	-7	97	0.9	-5	3	2	103	-29
CCOc1cc(C(=O)N2CCC(CC3CC(c4ccccc4)=NO3)(C(=O)NCc3ccc(OC)cc3)CC2)cc(OCC)c1OCC (stereo not drawn)	nt	nt	98	0.5	-2	-6	5	99	nt
Cc1ccc(CN2CC(C(=O)Nc3ccc4c(C)cc(=O)oc4c3)CC2=O)cc1 (stereo not drawn)	9	-19	105	1.1	3	0	-21	99	25
O=C1CS/C(=N/N=C/c2ccc(OS(=O)(=O)c3ccccc3)cc2)N1	-4	-2	92	0.6	-3	-6	3	94	5
Cc1ccc(S(=O)(=O)N2CCOCC2)cc1C(=O)Nc1ccc2c(c1)CCC2	-1	-23	104	-2.3	-2	2	5	103	-8
O=C(NCC(c1ccco1)N1CCOCC1)c1cccc([N+](=O)[O-])c1 (stereo not drawn)	3	1	99	0.0	-3	-3	1	104	26
Cc1cc(OCC(=O)NC(C)c2ccccc2)ccc1[N+](=O)[O-] (stereo not drawn)	12	-6	100	-1.0	-3	2	6	103	20
CC(=O)c1c(C)nc(-c2ccc(OCC(=O)Nc3cccc(C)c3C)cc2)n1O	-11	-28	96	1.2	-8	-5	-5	98	2
CCn1c(-c2ccc(Cl)cc2)n[nH]c1=S	3	-3	101	-0.2	-3	-2	-3	105	8
Cc1ccccc1C(=O)NNC(=O)/C=C\C(=O)O	10	-3	101	0.6	-5	-2	0	98	12
O=C(COC(=O)CCc1nc2ccccc2s1)Nc1nc(-c2ccccc2)cs1	-5	-6	112	0.7	-3	-1	-10	109	-12
Cc1[nH]c(-c2ccc3c(c2)OCO3)nc1C(=O)O	-1	6	109	-0.1	nt	11	-24	107	13
CCCCCCCCc1nc(=S)[nH][nH]1	-4	-12	100	-1.2	-1	-4	3	99	-22

A second format for some results above.
mol | HCV NS3 hel inh | DNA FID counter | MEKK2wt PB1 HTS | CRFBP-R2 agonist | GalR3 antag | MEKK2 mut-MEK5 | CRFR2-BP antag | MEKK3 PB1 HTS | UBC9 SUMO inh
CCOc1cc(C(=O)N2CCC(CC3CC(c4ccccc4)=NO3)(C(=O)NCc3ccc(OC)cc3)CC2)cc(OCC)c1OCC (stereo not drawn) | nt | nt | 98 | 0.5 | -2 | -6 | 5 | 99 | nt
O=C1c2ccccc2CCC12N=NCC2c1ccccc1 (stereo not drawn) | 7 | -7 | 97 | 0.9 | -5 | 3 | 2 | 103 | -29

Next section.
SMILES	HCV NS3 hel inh	DNA FID counter	MEKK2wt PB1 HTS	CRFBP-R2 agonist	GalR3 antag	MEKK2 mut-MEK5	CRFR2-BP antag	MEKK3 PB1 HTS	UBC9 SUMO inh
CSc1nc(Sc2cccc(Cl)c2)c2ccccc2n1	-2	-5	97	5.8	-1	7	10	97	-21
Cc1ccc(CCNC(=O)C2CCCN(S(=O)(=O)c3c(C)noc3/C=C/N(C)C)C2)cc1 (stereo not drawn)	17	-21	114	26	nt	10	-76	111	18
CCOC(=O)C1(CCOc2ccccc2)CCN(CC(O)CO)CC1 (stereo not drawn)	14	5	110	0.6	-7	14	-2	108	7
Cc1ccc(C(C)C)c(OCC(=O)Nc2sc3c(c2C#N)CC(C)(C)NC3(C)C)c1	-73	23	118	-1.9	nt	7	-14	100	-5
CCc1ccc(NS(=O)(=O)c2c(C(=O)N3CCCCCC3)c(C)n(C)c2C)cc1	6	-49	96	-0.3	-9	-1	-6	103	11
O=C1c2ccccc2NC(c2cccs2)N1NS(=O)(=O)c1ccccc1 (stereo not drawn)	-6	-11	100	2.2	0	-7	-11	107	6
C=CCc1cccc2cc(C(=O)Nc3cccc(C(=O)O)c3)c(=O)oc12	0	1	96	-1.2	-2	2	16	96	16
O=C1CC(C(=O)N2CCc3ccccc32)CN1c1ccc(F)cc1 (stereo not drawn)	-6	-19	100	7.5	-2	-4	-7	103	-8
O=C(Nc1ccc(F)cc1F)c1ccccc1-c1ccccc1	9	-9	119	-2.3	-3	15	-3	103	6
O=C(c1ccc(N2CCCC2)c([N+](=O)[O-])c1)N1CCN(c2ccccn2)CC1	2	-27	91	0.3	-3	-15	16	103	-21
CC1COc2ccccc2N1S(=O)(=O)c1ccccc1 (stereo not drawn)	0	-4	99	2.4	-7	-6	16	104	0
COc1cc(NCCCCCCCN)c2ncccc2c1	-11	3	101	1.2	nt	2	-21	60	52*
Cc1cccc(C)c1NC(=O)CNC(=O)c1cncc(Br)c1	2	-3	100	2.5	-8	1	-19	101	18
Nc1nc(NCC2CCCO2)nc(NCC2CCCO2)c1[N+](=O)[O-] (stereo not drawn)	-1	-5	106	-1.8	0	17	17	107	-2
Cc1ccc([N+](=O)[O-])c(OCCCNCC(C)O)c1 (stereo not drawn)	5	10	109	-1.1	-6	7	5	104	-7
COc1ccc(S(=O)(=O)N2CCC(NC(=O)OCc3c(Cl)cccc3Cl)CC2)cc1	11	-4	97	0.9	-7	2	0	103	-6
CCOC(=O)c1sc2nc(SCC(=O)NCc3ccco3)n(Cc3ccccc3)c(=O)c2c1C	7	1	104	11	-2	4	25	92	10
Cc1ccc(S(=O)(=O)NCc2ccc3[nH]c(C)cc3c2)cc1	-5	-3	101	1.9	nt	0	-54	78	-4
C/C(=N\NC(=O)Cn1ccc(C(F)(F)F)n1)c1ccc(N2CCOCC2)cc1	8	-5	100	-0.6	-3	1	3	98	6
CCCCCC(=O)Nc1ccc(-c2cn3cccnc3n2)cc1	21	-1	100	-0.4	-1	0	-5	105	50*
COc1ccc(N2CCN(C(=O)C3Cc4ccccc4CN3C(=O)c3ccccc3)CC2)cc1 (stereo not drawn)	-6	-18	89	-5.3	-5	-6	13	84	-4
COc1ccc(N2CCN(C(=O)c3cn(C)c(=O)c4c3c3ccccc3n4C)CC2)cc1	-10	-31	118	-0.6	nt	7	-5	115	3
Cc1ccc(C)c(CSc2nnc(-c3cccs3)n2Cc2ccco2)c1	-11	-36	98	-0.2	-8	2	50*	102	2
COc1ccc(C)cc1NC(=O)C1CCN(C(=O)c2ccco2)CC1	0	-17	105	-1.2	-4	0	-3	103	11
COc1ccc(N2CCN(C(=O)Cn3c(=O)[nH]c4ccsc4c3=O)CC2)cc1	-4	-10	92	0.9	-7	2	14	92	13
CC(=O)Nc1ccc(N2C(=O)CSC2c2ccc([N+](=O)[O-])cc2)cc1 (stereo not drawn)	4	-7	106	0.9	-6	7	3	105	6
O=C(CC(Sc1ccc(Br)cc1)C(=O)O)c1ccc(Br)cc1 (stereo not drawn)	3	-15	103	nt	nt	3	nt	100	8
COc1ccc(/C=C/CN2CCC(n3nccc3NC(=O)C3CC3)CC2)cc1	-2	9	104	-2.0	-7	2	0	98	8
Cc1cc(C)n2nc(-c3sccc3-n3cccc3)cc2n1	17	-13	98	0.0	-2	-4	-1	92	14
COc1ccc(-n2c(=O)c3c4c(sc3n3cnnc23)CC(C)CC4)cc1 (stereo not drawn)	-3	-6	102	-0.7	-4	2	11	103	nt

Sorted by formula weight (smallest number first): some entries from above
SMILES	HCV NS3 hel inh	DNA FID counter	MEKK2wt PB1 HTS	CRFBP-R2 agonist	GalR3 antag	MEKK2 mut-MEK5	CRFR2-BP antag	MEKK3 PB1 HTS	UBC9 SUMO inh
CCCCCCCCc1nc(=S)[nH][nH]1	-4	-12	100	-1.2	-1	-4	3	99	-22
CCn1c(-c2ccc(Cl)cc2)n[nH]c1=S	3	-3	101	-0.2	-3	-2	-3	105	8
Cc1ccc([N+](=O)[O-])c(OCCCNCC(C)O)c1 (stereo not drawn)	5	10	109	-1.1	-6	7	5	104	-7
COc1cc(NCCCCCCCN)c2ncccc2c1	-11	3	101	1.2	nt	2	-21	60	52*
Cc1oc2c(CN3CCCC3)c(O)ccc2c(=O)c1-c1ccccc1	0	2	98	0.7	nt	0	1	94	30
Nc1nc(NCC2CCCO2)nc(NCC2CCCO2)c1[N+](=O)[O-] (stereo not drawn)	-1	-5	106	-1.8	0	17	17	107	-2
Cc1ccc(CN2CC(C(=O)Nc3ccc4c(C)cc(=O)oc4c3)CC2=O)cc1 (stereo not drawn)	9	-19	105	1.1	3	0	-21	99	25
CC(=O)c1c(C)nc(-c2ccc(OCC(=O)Nc3cccc(C)c3C)cc2)n1O	-11	-28	96	1.2	-8	-5	-5	98	2
Cc1ccc(C(C)C)c(OCC(=O)Nc2sc3c(c2C#N)CC(C)(C)NC3(C)C)c1	-73	23	118	-1.9	nt	7	-14	100	-5
COc1ccc(N2CCN(C(=O)c3cn(C)c(=O)c4c3c3ccccc3n4C)CC2)cc1	-10	-31	118	-0.6	nt	7	-5	115	3
Cc1ccc(CCNC(=O)C2CCCN(S(=O)(=O)c3c(C)noc3/C=C/N(C)C)C2)cc1 (stereo not drawn)	17	-21	114	26	nt	10	-76	111	18
COc1ccc(S(=O)(=O)N2CCC(NC(=O)OCc3c(Cl)cccc3Cl)CC2)cc1	11	-4	97	0.9	-7	2	0	103	-6

(further entries)
SMILES	HCV NS3 hel inh	DNA FID counter	MEKK2wt PB1 HTS	CRFBP-R2 agonist	GalR3 antag	MEKK2 mut-MEK5	CRFR2-BP antag	MEKK3 PB1 HTS	UBC9 SUMO inh
Cn1ncc(SCc2ccccc2)c(Cl)c1=O	-2	-5	101	1.1	-6	-1	19	108	-7
O=[N+]([O-])c1ccccc1S(=O)(=O)N1CCN(c2ccccn2)CC1	-4	-4	102	1.7	-7	1	4	102	-1
CCCNc1cc(C)oc(=O)c1C(=O)CC	-9	-9	100	0.9	-2	-4	-2	100	-2
CCn1cc(C(=O)NCC(OC)OC)c(=O)c2cc(S(=O)(=O)N3CCC(C)CC3)ccc21	-3	-22	98	0.1	-6	-3	-11	100	23
COc1ccccc1-n1cnc2cc(NC(=O)c3ccco3)ccc21	-1	-15	93	-0.2	-10	-8	9	92	21
CCCCN1CCc2c([nH]c3ccc(C)cc23)C1=O	0	-2	108	-0.2	-7	3	-18	112	2
FC(F)Sc1nc2ccccc2[nH]1	0	-2	109	0.3	-1	13	8	116	23
CN(Cc1ccccc1)S(=O)(=O)c1ccc(N2CCOCC2)nc1	13	-13	95	0.6	-4	-1	3	100	22
CC(C)=C1C2C=CC1C(C(=O)Nc1cccc(C)c1)C2C(=O)O (stereo not drawn)	9	5	101	-3.5	-1	3	-5	104	6
O=C(NCCCN1CCCC1=O)C1CCC(CNS(=O)(=O)c2ccc(Cl)cc2)CC1 (stereo not drawn)	2	-48	98	3.7	-7	-2	-12	104	-1
